# Bioassay records from PubChem BioAssay.
# Yfh1-depleted yeast: enhancers of respiration in Yfh1-depleted yeast, dose response, Friedreich's ataxia, plus single-dose screen (AID 1465); S. cerevisiae Yfh1-off respiration, WST-1 reduction, 72 h; higher fold induction means a stronger effect; hit rate 0.074% among 220,000; fold induction at 50 µM; hits with a dose series show EC50 in µM;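 active = fold induction of absorbance versus untreated yeast above a set limit, then at least 30% activation at any dose in follow-up; inconclusive = repeats straddling the limit, or above it without dose testing; inactive = fold induction below the set limit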;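 also: activators that raise dye reduction in frataxin-depleted yeast; strong numbers were not always called active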
# WT yeast gro inh: growth inhibition of WT yeast, mitochondrial fusion screen | mitochondrial fusion phenotypic screen, WT strain | inhibition, % at 10 µM | hit rate 2.1% among 190,000 | AID 1362; in the data active = inhibition above about 58%; tested in S. cerevisiae
# b-catenin transl: beta-catenin nuclear translocation modulation. hit rate 0.3% among 190,000. HeLa beta-catenin nuclear translocation, immunofluorescence imaging. nuclear translocation activity, % at 5 µM;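 active = nuclear translocation activity above 50% at 5 µM, with a well cell count of 50 or more; inconclusive = wells under 50 cells across six images, flagged as toxic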;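 also: per-cell ratio of nuclear to cytoplasmic median beta-catenin stain intensity; plate controls were DMSO negative control for no effect and GSK-3 inhibitor IX positive control for full effect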
#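 test system = HeLa cells, endogenous beta-catenin | dosing = single 5 µM dose plus 0.02–20 µM confirmation series | times = compound treatment 24 h, 37°C, 5% CO2 | technique = beta-catenin immunofluorescence imaging with DAPI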
# Autophagy HCS: alters autophagy in cells | AID 463193 | hit rate 0.98% among 190,000 | MEF GFP-LC3 puncta imaging; test concentration mostly 10 µM | calls only at 10 µM (by protocol);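 active = percentage of spot-positive cells more than 3 SD above its plate mean, without a fluorescence outlier flag or 80% toxicity; inconclusive = no clear call, values can overlap the other calls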;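 also: spot-positive cell cutoff set from DMSO-treated cells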
# Insulin prom up: MIN6 insulin promoter up-regulation; MIN6 insulin promoter-GFP reporter, high-content imaging; active compounds read high; z-score at 5 µM; AID 1625; hit rate 0.3% among 190,000;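 active = z-score above 3 at 5 µM with at least 500 cells counted in the well; inconclusive = wells under 500 cells, flagged as cytotoxic or low count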
# Dynein transport: dynein cargo transport inhibition. 3617.4 mouse cells, GR-EGFP nuclear translocation imaging; test concentration mostly 20 µM; stimulated with dexamethasone, 1 µM; active compounds read low. z-score, hits read low. hit rate 0.47% among 220,000;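 active = plate z-score of nuclear minus cytoplasmic receptor signal below a set negative limit, without overly bright fluorescence or cell loss, cut at about -3.5 in these data, passing the limit was not always enough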;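 also: z-score of nuclear minus cytoplasmic ring GR-EGFP intensity difference per well; some compounds called inactive have numbers as strong as hits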
#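 Buffer or medium: tetracycline-free induction medium containing charcoal-stripped FBS / Reagent: dexamethasone agonist, 1.0 µM final, for 30 min / Technique: automated 10x imaging of fixed Hoechst-stained cells / Times: induction 48 h, compound 1 h, agonist 30 min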
# NOD2 inhibition: NOD2 signaling inhibitors, cell-based, luminescence, uHTS, HEK293 (AID 1566) | HEK293 NOD2/NF-kB luciferase reporter, luminescence; higher % means a stronger effect | inhibition, % at 4 µM; hits with a dose series show EC50 in µM | hit rate 0.63% among 290,000; in the data active = inhibition above about 50%; also: many of its hits are not listed in these tables
# MT stabilizer: stabilizes microtubules in HeLa cells. HeLa tubulin immunostaining HCS, 24 h; share of cells brighter than vehicle mean+2SD. % tubulin-high responders, % at 10 µM. hit rate 0.83% among 200,000. AID 2205;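 active = plate Z-score above 3 for both tubulin-high and condensed-nucleus cell shares, with cell loss under 80%, at 10 µM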;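 also: anti alpha tubulin signal scored within the nucleus-defined area of each cell; some results filed as inactive read as strong as hits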
# Lipid droplet: hepatic lipid droplet formation modulation; hit rate 0.4% among 240,000; AML12 mouse hepatocytes, oleate lipid droplets, BODIPY imaging; AID 1656; inhibition, % at 6.5 µM;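 active = lipid droplet intensity inhibited by at least 50%, with more than 500 cells counted; inconclusive = wells with under 300 cells, treated as cytotoxic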
#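 Test system: AML12 hepatocytes (mouse); reagent: oleate loading, 100 µM; dosing: one dose, 6.5 µM compound; incubation: overnight exposure; signal: fluorescence imaging, 20x objective, two fields per well; read-out basis: % inhibition of corrected integrated BODIPY droplet signal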
# WT yeast gro inh mutant strain: also measured in WT yeast gro inh; calls as there; inhibition, %; mitochondrial fusion phenotypic screen, mutant strain inhibition
# Dynein transport cytoplasmic EGFP: also measured in Dynein transport; calls as there; z-score; measured here: cytoplasmic GR-EGFP intensity; active compounds read high
# Dynein transport nuclear GR-EGFP: further read-out of Dynein transport, marked with its call; z-score; measured here: nuclear GR-EGFP intensity;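 lower value marks the stronger effect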
# Dynein transport cell count: further read-out of Dynein transport, marked with its call; z-score; measured here: cell count per field
# Insulin prom up cell count: second read-out of Insulin prom up, no call of its own (marks repeat the call); cell count; measured here: cytotoxicity, nuclei count;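 total cells summed across four imaged fields per well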
# Lipid droplet cells 6.5 µM: recorded beside Lipid droplet, whose call it bears; cell count; measured here: cell count, cytotoxicity flag;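 cells counted across two imaged fields per well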
# b-catenin transl cell count 5 µM: recorded beside b-catenin transl, whose call it bears; cell count; measured here: cell count, cytotoxicity flag
# MT stabilizer Hoechst-high %: recorded beside MT stabilizer, whose call it bears; % Hoechst-high responders; measured here: nuclear condensation Hoechst responders;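 share of cells brighter than vehicle mean plus two SD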
# MT stabilizer cytotoxicity %: recorded beside MT stabilizer, whose call it bears; toxicity, %; measured here: cytotoxicity by cell density;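 0% = mean cell density of plate MIN control wells and 100% = no cells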
# Autophagy HCS cell loss 18 h: further read-out of Autophagy HCS, marked with its call; toxicity, %; measured here: cell loss, nuclei count;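 cell loss after 18 h compound exposure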
# * marks the source's active call; other numbers are inactive results; i = inactive; ? = inconclusive; / = no result given.
SMILES,Yfh1-depleted yeast,WT yeast gro inh,WT yeast gro inh mutant strain,b-catenin transl,b-catenin transl cell count 5 µM,Autophagy HCS,Autophagy HCS cell loss 18 h,Insulin prom up,Insulin prom up cell count,Dynein transport,Dynein transport cytoplasmic EGFP,Dynein transport nuclear GR-EGFP,Dynein transport cell count,NOD2 inhibition,MT stabilizer,MT stabilizer Hoechst-high %,MT stabilizer cytotoxicity %,Lipid droplet,Lipid droplet cells 6.5 µM
Cc1cccc(N=C2NC(=O)/C(=C/c3cccs3)S2)c1,i,9,-7,-0.8,937,i,-3,-0.06,1293,1.2,-0.1,0.69,-1.6,-19%,1.0,1.7,3.0,-19,741
C=CCc1c(C)[nH]c(=S)c(C#N)c1C,i,7,6,-1.2,966,i,-2,-0.36,1253,2.1,-0.28,1,-1.1,9%,5.0,3.3,7.8,/,/
CCN(CC)c1ccc(NC(=S)NC(=O)c2cccs2)cc1,i,47,20,-0.8,1040,i,-12,-0.44,1372,-1,-0.33,-0.26,0.39,-80%,1.8,1.5,3.2,0,667
COCCNC(=O)c1cn(C(C)c2ccccc2F)nn1 (stereo not drawn),i,/,/,0.1,1243,/,/,-1.1,1166,-0.4,0.042,0.6,-0.76,21%,/,/,/,-8,696
COc1cc(NC(=O)COC(=O)c2cnccn2)c(C)cc1[N+](=O)[O-],i,/,/,-0.9,1127,/,/,0.44,1510,-0.12,-0.27,-0.11,0.74,-2%,/,/,/,-10,588
COC(=O)c1cnc(SCc2ccc(C)cc2)n1C,i,1,-10,1.1,1078,i,1,-0.54,1259,-1.4,-0.33,-0.66,0.12,-6%,1.3,3.3,3.5,5,679
CC(=O)n1nc2nc(C)cc(C)c2c1N,i,-4,7,3.2,1364,i,3,0.03,1448,0.26,-0.19,0.44,0.099,3%,2.9,2.1,12,/,/
COCCn1c(SCC(=O)Nc2nnc(C)s2)nnc1-c1c[nH]c2ccccc12,i,5,2,0.0,1079,i,-7,0.49,1594,-0.49,-0.29,-0.39,0.22,-7%,1.7,2.7,27,1,655
Brc1ccc(C2NCCS2)cc1 (stereo not drawn),/,-7,-10,1.9,1103,i,0,0.68,1200,-0.75,-0.24,-0.34,0.59,-10%,1.7,2.4,4.9,12,705
COc1ccc(CC(=O)Nc2nc(C)cs2)cc1OC,i,-5,-14,-1.3,841,/,/,-1.8,1156,-0.14,-0.2,0.24,0.34,12%,1.9,2.9,11,/,/
CC1(c2cc([N+](=O)[O-])cc([N+](=O)[O-])c2)CC(C)(C)N(C(=O)c2ccccc2)c2ccccc21 (stereo not drawn),i,40,31,-5.6,1065,i,20,-0.26,1041,-0.23,-0.52,-0.26,0.087,15%,2.7,0.8,5.1,/,/
O=C(CSc1nnc(Cn2nnc3ccccc32)o1)Nc1cccc(Cl)c1,i,-14,-2,-2.8,1329,i,-4,-0.21,1482,1.2,-0.098,0.93,-0.46,13%,2.6,1.2,5.1,/,/
O=C(NC(Cc1c[nH]c2ccccc12)C(=O)O)/C(=C/c1ccc2c(c1)OCO2)NC(=O)c1ccccc1 (stereo not drawn),i,6,13,-0.1,1125,i,10,/,/,0.76,-0.32,0.24,0.26,13%,4.6,1.5,3.2,-2,711
CCOC(=O)c1cn(C2CC2)c2c(F)c(F)c(F)cc2c1=O,i,0,1,-1.2,1026,i,8,0.77,1325,-0.93,-0.24,-0.45,0.64,-18%,2.9,2.2,4.8,-6,646
COc1ccc(CNC(=O)CCc2nc(-c3ccccc3F)no2)c(OC)c1,i,5,0,0.7,1043,i,-4,0.15,1173,1.1,-0.25,0.99,0.032,0%,3.1,1.4,0.7,-9,760
Oc1ccc(-c2csc(Nc3cccnc3)n2)cc1,i,2,16,/,/,i,-1,/,/,-0.97,-0.067,-0.11,0.4,-10%,2.5,2.3,26,-3,745
COc1cc(-c2nnc(SCC(=O)c3cc(C)n(CC4CCCO4)c3C)o2)cc(OC)c1OC (stereo not drawn),i,-5,-10,/,/,i,7,-1.4,1161,1.2,-0.18,0.94,-1.1,19%,2.0,2.1,7.8,-28,701
Cc1ccc(-c2nn3c(C)nnc3c3ccccc23)cc1S(=O)(=O)NCCO,i,19,8,1.0,1049,i,-10,0.35,1353,2.8,0.074,2.5,-2.7,8%,1.8,0.8,2.9,-8,735
CCCN(CCC)S(=O)(=O)c1ccc(C(=O)Nc2nnc(COC)o2)cc1,i,-22,0,-1.5,1034,i,-10,0.11,1151,1.4,-0.33,1.3,-1.7,20%,3.0,3.5,6.7,23,702
CN1CCN(c2ncc3c(n2)CC(c2ccccc2F)CC3=O)CC1 (stereo not drawn),i,/,/,0.6,1272,/,/,-0.26,1076,-1.5,-0.25,-0.4,1.4,13%,/,/,/,-14,667
COC(=O)CNC(=O)CN1C(=O)N(c2ccc(Cl)cc2)C(N(O)C(=O)Nc2ccc(Cl)cc2)C1(C)C (stereo not drawn),i,-9,1,/,/,i,4,-0.39,1429,-0.78,-0.19,-0.27,-0.26,16%,3.0,1.9,4.6,/,/
C=CCNc1nc(Cl)ncc1F,i,-11,0,-1.2,1118,i,-6,-0.37,1419,0.12,-0.25,-0.065,0.84,12%,4.1,1.4,7.2,4,641
CSc1cccc(NC(=S)N(CCCN2CCCC(C)C2)Cc2cccs2)c1 (stereo not drawn),i,15,16,0.1,1136,i,14,-1.2,1007,-0.31,-0.29,-0.17,-0.027,-6%,1.8,1.0,6.0,7,741
O=C(Nc1ccccn1)Nc1cccs1,i,1,16,/,/,i,-3,0.99,978,-0.48,-0.23,0.09,0.56,-20%,2.7,2.1,10,9,818
CCOC(=O)COc1cccc2c(=O)n(CC(=O)NCc3ccccc3)ccc12,i,/,/,56*,583*,/,/,0.13,557,-0.45,-0.25,0.39,0.066,-4%,/,/,/,4,715
Cc1nc(NC(=O)CCCC(=O)Nc2nc(C)c(C)s2)sc1C,i,-11,-3,-0.9,1029,i,-8,0.16,1912,0.72,-0.16,0.47,0.83,8%,4.0,1.5,1.3,-24,553
O=C(CCl)Nc1ccccc1C(=O)c1ccccc1,i,-13,-10,1.8,1069,i,-6,2,1205,-1.6,4.1,-0.23,-2,-19%,6.2,3.7,3.8,0,699
Clc1ccc2[nH]c3c(N4CCC5(CC4)OCCO5)ncnc3c2c1,i,32,20,5.9,1358,i,10,-0.86,536,-0.017,-0.16,-0.17,-0.97,-12%,9.6,22,42,/,/
COc1ccc(-c2coc3cc4oc(=O)c5ccccc5c4cc23)cc1F,i,13,-11,141*,272*,i,50,-1.3,882,-0.58,-0.18,0.045,-0.39,-8%,12,53,27,?,/
CCCCNC(=O)CC1N=C2c3ccccc3N=C(SCC(=O)Nc3ccc(OC)cc3)N2C1=O (stereo not drawn),i,6,8,-2.6,860,i,8,0.36,1186,-0.46,-0.3,0.15,0.52,21%,3.3,1.8,8.3,/,/
Cc1cccc(NC(=S)NCc2ccc3[nH]c4c(c3c2)CCCC4)c1,i,75*,52*,-0.4,531,i,10,-1.5,1160,-1.3,0.069,-0.08,0.97,-26%,2.7,2.1,13,-6,762
CC(C)(C)C(=O)Cn1c[n+](N)cn1,i,-9,-9,/,/,i,-1,-0.62,1216,0.21,-0.23,0.81,0.64,12%,2.0,2.9,16,-2,503
O=C(CCCCCNc1nc(=S)[nH]c2ccccc12)NCCc1ccc(Cl)cc1,i,-10,-3,-2.5,1136,i,-4,-0.35,1244,-0.2,-0.35,-0.088,0.72,-15%,2.9,3.0,11,2,663
O=C(CCN1CCc2ccccc2C1)Nc1ccc2c(c1)OCO2,i,9,13,/,/,i,-5,0.1,1169,0.08,-0.033,0.62,-1.5,9%,3.6,2.3,8.5,-5,714
COc1ccc(C(O)Cn2cc([N+](=O)[O-])nc2C)cc1 (stereo not drawn),i,/,/,0.8,1262,/,/,-0.08,1116,-0.32,-0.14,-0.094,0.87,-1%,/,/,/,-6,689
Cc1cc(C)c(C)c(Oc2ncnc(N)c2[N+](=O)[O-])c1,i,-21,-2,1.4,984,i,-2,-0.23,1113,-0.84,-0.31,-0.69,0.94,2%,3.8,2.6,8.5,-1,675
O=C(CCN1C(=O)/C(=C/C=C/c2ccccc2)SC1=S)Nc1ccccn1,i,1,-6,-0.5,1171,i,0,0.79,1210,-0.84,1.3,0.074,-1.1,-21%,2.6,2.2,2.0,-2,704

# The list is partial; the hit share may differ from the screen's.
